# Assay outcomes as filed in PubChem.
# MC4R antagonist: blocks human MC4R cAMP signaling. P32245. MC4R-expressing cells, MTII-stimulated cAMP, LANCE TR-FRET. inhibition, % at 6.5 µM. hit rate 0.48% among 360,000. AID 540295;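 active = inhibition above its plate's cutoff, the mean of tested wells on that plate plus 3 SD, cut at about 29% in these data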;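 also: 0% = Melanotan II alone and 100% = Melanotan II plus saturating MCL0020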
#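 system = U2OS cells with stable human MC4R expression | also added = Melanotan II challenge after compound preincubation | dosing = one concentration, 6.5 µM nominal | incubation = compound 30 min, challenge 1 h, detection 1 h | measured by = TR-FRET with Eu-cAMP and labeled anti-cAMP, 671 nm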
# NR5A2 inv ag: inverse agonists of human LRH-1 (NR5A2). O00482. HEK293T StAR-luciferase reporter, LRH-1 transfected, 24 h. inhibition, % at 3.6 µM. hit rate 0.13% among 360,000. AID 602396;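 active = inhibition above the mean inhibition of all tested compounds plus 3 SD, cut at about 73% in these data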;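 also: 0% = DMSO wells and 100% = reporter-only cells lacking LRH-1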
# TLR9-MyD88 inh: inhibitors of human TLR9-MyD88 binding; Q9NR96+Q99836; CHO BLA complementation TLR9-MyD88, CCF4 FRET ratio; inhibition, % at 4.98 µM; hit rate 0.21% among 340,000; AID 504734;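 active = inhibition above the mean over all tested compounds plus 3 SD, cut at about 21% in these data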;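 also: 0% = DMSO only wells and 100% = clavulanate BLA inhibitor control wells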
# EBV LMP1 NFkB: Epstein-Barr LMP1 NF-kappaB reporter inhibition; LMP1-induced NF-kappaB luciferase reporter cells, luminescence; inhibition, % at 12.5 µM; hit rate 0.69% among 350,000; in the data active = inhibition above about 41%;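 also: 0% = neutral control wells and 100% = reference inhibitor control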
# NOD2-RIPK2 inh: blocks binding of human NOD2 to RIPK2. hit rate 0.38% among 360,000. AID 624267. CHO BLA complementation NOD2-RIPK2, CCF4 ratio. inhibition, % at 4.98 µM; in the data active = inhibition above about 21%;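 also: 0% = vehicle only and 100% = reference blocker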
# MC4R ag barr: agonists of human melanocortin 4 receptor (MC4R) beta-arrestin; U2OS MC4R beta-arrestin complementation, luminescence; percent of melanotan II response, DMSO zero; hit rate 0.98% among 360,000; AID 540308; P32245; activation, % at 8.9 µM;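 active = activation above a per-plate cutoff, the mean activation of sample wells on that plate plus 3 SD, cut at about 8% in these data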
# SRC2 inh: human SRC2 (NCOA2) inhibition; Q15596; HEK293 GAL4-SRC2 luciferase reporter, luminescence; inhibition, % at 9 µM; hit rate 0.17% among 370,000; AID 651957;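 active = inhibition above the mean inhibition of all tested compounds plus 3 SD, set per campaign, cut at about 52% in these data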;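 also: 0% = DMSO treated cells and 100% = cells given Gossypol at 36 µM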
# SRC3 inh: inhibitors of human steroid receptor coactivator 3 (SRC3); hit rate 0.17% among 360,000; HEK293 GAL4-SRC3 luciferase reporter, luminescence; inhibition, % at 3.6 µM; Q9Y6Q9; AID 588352;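 active = inhibition above a per-campaign cutoff, the mean of all compounds plus 3 SD, cut at about 60% in these data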;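 also: 0% = DMSO-treated cells and 100% = gossypol-treated cells at 36 µM; higher means less SRC3-driven luciferase light from the GAL4 reporter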
# ABHD5 PLIN5 PPI: blocks binding of human ABHD5 to perilipin-5. inhibition, % at 4 µM. hit rate 0.78% among 360,000. Split G. princeps luciferase complementation, luminescence, 4 h. Q00G26+Q8WTS1;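 active = inhibition above the mean inhibition across every tested compound plus 3 SD, cut at about 22% in these data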;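 also: 0% = DMSO only wells and the 100% control is not disclosed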
# Target sequence (Q00G26 whole entry, looked up): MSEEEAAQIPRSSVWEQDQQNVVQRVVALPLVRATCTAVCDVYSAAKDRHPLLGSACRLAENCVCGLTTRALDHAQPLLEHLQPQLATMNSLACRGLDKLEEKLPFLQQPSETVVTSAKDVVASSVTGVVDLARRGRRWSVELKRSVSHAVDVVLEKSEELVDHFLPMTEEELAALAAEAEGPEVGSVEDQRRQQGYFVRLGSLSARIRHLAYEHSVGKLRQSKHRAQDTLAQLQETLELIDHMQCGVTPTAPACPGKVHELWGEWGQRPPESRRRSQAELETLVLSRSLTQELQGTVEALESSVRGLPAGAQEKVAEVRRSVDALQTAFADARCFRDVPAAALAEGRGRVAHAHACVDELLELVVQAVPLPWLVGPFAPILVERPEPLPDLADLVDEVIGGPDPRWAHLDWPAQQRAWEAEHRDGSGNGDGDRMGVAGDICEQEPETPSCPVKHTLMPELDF
# Target sequence (Q8WTS1 whole entry, looked up): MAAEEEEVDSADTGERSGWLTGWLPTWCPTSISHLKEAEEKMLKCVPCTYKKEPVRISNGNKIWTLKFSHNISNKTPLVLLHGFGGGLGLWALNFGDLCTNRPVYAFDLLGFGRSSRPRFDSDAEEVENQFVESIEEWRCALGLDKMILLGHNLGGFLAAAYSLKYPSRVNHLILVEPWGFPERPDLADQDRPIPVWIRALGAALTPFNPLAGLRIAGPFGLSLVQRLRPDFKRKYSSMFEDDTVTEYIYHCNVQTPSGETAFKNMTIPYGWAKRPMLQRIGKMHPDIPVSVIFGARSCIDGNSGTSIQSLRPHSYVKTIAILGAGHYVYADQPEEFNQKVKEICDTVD
# NR2F2 inh: NR2F2 (human) inhibition, primary screen | P24468 | HEK293T NGFI-A luciferase reporter, luminescence | inhibition, % at 8.6 µM | hit rate 0.7% among 370,000 | AID 686940;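 active = inhibition above a per-plate cutoff, mean inhibition of test wells between control levels plus 3 SD, cut at about 38% in these data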;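 also: cells cotransfected with COUP-TFII expression vector driving the NGFI-A reporter; 0% = median of COUP-TF2 test wells and 100% = reporter-only cells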
# SRC1 inh: human NCOA1 inhibition | Q15788 | HEK293 GAL4-SRC1 luciferase reporter, luminescence | inhibition, % at 3.6 µM | hit rate 0.12% among 360,000;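 active = inhibition above the campaign mean plus 3 SD, with each screening campaign given its own cutoff, cut at about 60% in these data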;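 also: 0% = DMSO treated cells and 100% = gossypol at 36 µM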
# * marks the source's active call; other numbers are inactive results; / = not tested or not shown; & = joins results of further samples.
SMILES,MC4R antagonist,NR5A2 inv ag,TLR9-MyD88 inh,EBV LMP1 NFkB,NOD2-RIPK2 inh,MC4R ag barr,SRC2 inh,SRC3 inh,ABHD5 PLIN5 PPI,NR2F2 inh,SRC1 inh
C/C=C/CC1(CC)C(=O)NC(=S)NC1=O,18,11,-7,-7,-12,-0.7,-16,4,-2,9,-16
CC(C)CN1Cc2ccccc2-n2nncc2C1,3,-25,-6,9,-5,-0.6,-13,-10,2,2,-7
O=C(NN=Cc1ccc(N(CCCl)CCCl)cc1)C(=O)c1c[nH]c2ccccc12,31*,23,16,39,20,0.9,16,-7,1,6,4
CCOC(=O)N1CCN(C(C)C(=O)c2c[nH]c3ccccc23)CC1 (stereo not given),-1,18,-2,-7,-7,2.2,-20,4,2,15,-12
O=[N+]([O-])c1ccc(-[n+]2c(-c3ccccc3)cc(-c3ccccc3)cc2-c2ccccc2)cc1,5,13,1,-2,3,-2.1,-10,9,7,14,5
CN(C)C(=O)Oc1ccc2nnc3ccnn3c2c1,1,-3,0,3,-3,-0.7,24,3,8,4,-10
Cc1ccc(C2=NN(CCC(=O)N3CCC4(CC3)OCCO4)C(=O)CC2)cc1,7,10,1,-8,2,-1.3,13,5,-1,15,-18
O=C1/C(=C/c2ccncc2)N2CCC1CC2,0,-5,-5,7,-20,2.4,16,8,9,2,11
Cc1cc(N2C(=O)C3CCCN3C2c2ccc(Cl)c(Cl)c2)no1 (stereo not given),-4,9,-6,0,-6,-2.3,4,-1,0,-6,-14
O=C1C=C2C=C[C@@H]3CC2(O1)[C@H]1CCCCN31,6,-42,-6,-3,-7,-0.2,-17,-1,-3,-3,-23
CC(=O)Nc1ccc(OC(=O)N(C)c2ccc(C)cc2)cc1,15,4,4,-10,-3,-0.3,2,-12,-1,8,5
Cc1cc(C)c(-n2c(O)c(/C=N/N3CCCCC3c3cccnc3)c(=O)[nH]c2=O)c(C)c1 (stereo not given),23,-7,-1,1,-20,-1.1,-2,10,3,-11,-10
O=[P+](Cc1ccccc1)Cc1ccccc1,4,-14,2,-1,-12,-1.2,-5,4,-5,14,-12
Cc1cc(/C=C2\C(=O)NC(=O)N(c3cccc(F)c3)C2=O)c(C)n1-c1cc(C(=O)O)cc(C(=O)O)c1,-2,-1,0,-4,4,-4.0,-22,19,10,-16,-13
COC(=O)C1=C(c2ccccc2)C[C@@H]2CC[C@H]1N2C(=O)NCCCOC(C)C,7,0,1,-1,0,-1.6,21,-59,-7,-5,3
CCC1(CC)C(=N)N(C)C(=O)NC1=O,3,1,1,-13,-4,-3.5,11,9,-2,19,13
CCCCCC(=O)N[C@@H](c1ccccc1)[C@@H](O)C(=O)O[C@H]1C[C@@]2(O)[C@@H](OC(=O)c3ccccc3)C3[C@](C)(C(=O)[C@H](O)C(=C1C)C2(C)C)[C@@H](OC1OCC(O)C(O)C1O)C[C@H]1OC[C@@]31OC(C)=O (stereo not given in full),17,28,7,-28,4,-2.0,-1,-1,8,16,-12
CC(NCc1ccc(Cl)c(Cl)c1)C(O)c1ccccc1 (stereo not given),12,17,-8,4,5,6.5,-9,12,6,-32,-23
Cc1nc2nc(C)c(CCC(=O)N3CCC4(CC3)OCCO4)c(C)n2n1,4,17,-5,-12,-6,1.0,-19,-15,1,-7,17
CCCC[C@@H](C)C[C@@H](C)C(=O)N(C)[C@@H](CC(C)C)C(=O)N[C@H](C(=O)N(C)[C@H](C(=O)N1C[C@@H](O)C[C@H]1C(=O)N1C(=O)C=C[C@@H]1C)C(C)C)C(C)OC(C)=O (stereo not given in full),-19,75*,-15,4,-7,1.6,/,46,43*,/,-99
CC(=Nc1ccc2c(c1)CCC2)c1c(O)n(C)c(=O)n(C)c1=O,3,5,2,6,2,-1.4,13,-5,5,-1,-18
COC(=O)C1=C(c2ccc(F)cc2OCc2ccccc2)C[C@@H]2CC[C@H]1N2C(=O)NCCc1ccc(F)cc1,10,0,4,2,-2,-0.3,7,1,-4,0,-1
O=C(N=Nc1c(O)[nH]c(=O)[nH]c1=O)C1COc2ccccc2O1 (stereo not given),-2,15,9,-15,-10,-2.3,22,6,-19,3,1
COc1ccc2c3c1OC1C(O)C=CC4C(C2)[N+](C)(C)CCC341 (stereo not given),-2,-1,7,7,-23,-1.3,2,-24,3,-12,3
CCOC(=O)c1c(C)n(Cc2ccccc2)c2ccc(OCC(O)CNC(C)(C)C)cc12 (stereo not given),2,-1,-1,13,12,-0.9,-9,2,6,10,-6
CCN(CC)C(=O)c1ccc(N2C(=O)C3CC=C(Cl)CC3C2=O)cc1 (stereo not given),5,-8,-112,-13,-3,-1.3,15,6,-6,-1,-12
Fc1ccccc1N1CCN(Cc2ccc3c(c2)OCO3)CC1,5,15,7,3,-3,0.2,5,6,0,-5,-11
Cc1cccc2c(CCN)c[nH]c12,10,0,-2,1,-14,-1.4,11,15,4,3,-2
CC1(C(=O)O)CC12c1ccccc1-c1ccccc12 (stereo not given),2,0,8,74*,3,-0.7,-13,-4,-4,14,-20
O=P(O)(O)Oc1ccccc1P(=O)(c1ccccc1)c1ccccc1,3,1,4,3,-9,-2.5,-21,18,-4,-8,8

# Reprinted at random: 2 compounds from above, in no set order.
SMILES,MC4R antagonist,NR5A2 inv ag,TLR9-MyD88 inh,EBV LMP1 NFkB,NOD2-RIPK2 inh,MC4R ag barr,SRC2 inh,SRC3 inh,ABHD5 PLIN5 PPI,NR2F2 inh,SRC1 inh
COC(=O)C1=C(c2ccc(F)cc2OCc2ccccc2)C[C@@H]2CC[C@H]1N2C(=O)NCCc1ccc(F)cc1,10,0,4,2,-2,-0.3,7,1,-4,0,-1
CCN(CC)C(=O)c1ccc(N2C(=O)C3CC=C(Cl)CC3C2=O)cc1 (stereo not given),5,-8,-112,-13,-3,-1.3,15,6,-6,-1,-12

# Going on with the list.
SMILES,MC4R antagonist,NR5A2 inv ag,TLR9-MyD88 inh,EBV LMP1 NFkB,NOD2-RIPK2 inh,MC4R ag barr,SRC2 inh,SRC3 inh,ABHD5 PLIN5 PPI,NR2F2 inh,SRC1 inh
CC(=O)O[C@]1(C)C(=O)OC/C2=C/CN(C)CCC(OC(=O)[C@@](O)(C(C)O)C[C@H]1C)C2=O (stereo not given in full),2,2,-1,9,5,-1.3,-7,-18,-4,4,-19
COc1c(C)cc(C(=O)C2CCCN(Cc3cnc(C)s3)C2)cc1C (stereo not given),3,-1,-5,-1,1,-2.6,-12,5,3,-6,-12
C[N+]1=C(/C=C/Nc2ccccc2)C(C)(C)c2ccccc21,-5,6,6,-6,-1,-0.8,10,9,6,12,6
C=C1C(=O)O[C@@H]2C[C@@H](C)[C@H]3C=CC(=O)[C@]3(O)C[C@@H]12,1,-24,7,-29,7,-1.1,2,-53,33*,-29,-44
COC(=O)C1=C(c2cccc(OCc3ccccc3)c2)C[C@@H]2CC[C@H]1N2C(=O)NCc1cccc(OC)c1,2,-29,0,-29,-10,-1.3,6,4,-6,10,-2
CC(C)(C)n1cc(C(=O)c2ccc3ccccc3c2O)cn1,5,-27,16,-26,-5,-0.3,4,-9,4,6,15
NCc1cc(=O)[nH]o1,2,-10,-8,-2,1,0.3,-24,-14,-2,2,9
O=S(=O)(NC1CCCCC1)OCC(Cl)(Cl)Cl,7,4,0,2,-7,7.0,-18,-12,2,-3,-18
CC1(C)CC2CCC(O)C2C(CCO)N1 (stereo not given),-2,12,-1,-2,5,-1.4,10,-32,3,-9,-6
CCS(=O)(=O)NCc1nnc2n1-c1ccc(Cl)cc1C(c1ccccc1)=NC2,13,-3,2,-7,-10,-2.2,-2,14,-4,1,-11
O=C1NC(=O)N(c2ccccc2F)C(=O)/C1=C/c1ccc(Oc2ccc([N+](=O)[O-])cn2)cc1,2,12,4,0,-12,-1.9,11,8,24*,1,-7
O=C(c1ccc2c(c1)OCO2)N1CCC2(CC1)OCCO2,4,-7,5,-12,6,-0.6,6,-14,1,-3,-8
Cc1ccc(S(=O)(=O)NCC2CCC(C(=O)N3CCC4(CC3)OCCO4)CC2)cc1 (stereo not given),3,-6,8,0,4,0.3,0,4,5,5,-1
CC(=NCCCN1CCOCC1)c1c(O)[nH]c(=O)[nH]c1=O,11,15,2,-1,1,-1.4,8,0,-3,21,11
CC(=O)O[C@H]1CC[C@@]2(C)C(=CC[C@@H]3[C@@H]2CC[C@]2(C)C(=O)CC[C@@H]32)C1,5,-19,-21,10,-1,4.0,/,-4,-2,/,-11
Cc1[nH]c2ccccc2c1/C=N/O,6,2,4,-1,1,-1.5,-10,-7,3,6,-2
COc1cccc(OC)c1C(=O)Nc1nc(N)n(-c2ccccc2)n1,2,-1,3,-4,-1,0.9,-10,7,0,-26,-13
Cc1cccc(N2C(=O)/C(=C/c3ccc(CN(CCC#N)S(C)(=O)=O)o3)C(=O)NC2=S)c1,-4,17,-5,-2,-4,-2.5,7,13,0,-5,-18
c1ccc(C2N3CCCN23)cc1 (stereo not given),19,7,-7,7,-17,-1.3,23,1,-3,-16,-2
COC(=O)C1=C(c2ccc(OC(F)(F)F)cc2)C[C@@H]2CC[C@H]1N2C(=O)NCC1CC1,4,26,1,6,1,0.0,18,22,1,16,11
O=c1[nH]c(=S)n(Cc2ccc(F)cc2)c(O)c1/C=N/N1CCCCC1,-3,5,5,0,-1,-1.9,23,2,-14,-7,-5
COc1ccc(-n2c(-c3ccccc3[N+](=O)[O-])nc3ccccc3c2=O)cc1,3,10,-3,10,-3,-2.4,14,-4,-7,0,-12
O=C1CSC2N1CCNC21CCCCC1 (stereo not given),-2,-1,-2,3,-8,-1.4,-7,25,-3,5,9
O=P1(NCc2ccco2)COc2ccccc2OC1,4,-10,-3,-2,3,-1.7,10,1,3,16,-4
CC(C)CC(NC(=O)CCCNC(=O)CCC(=O)OC1O[C@H]2OC3(C)CC[C@H]4[C@H](C)CCC(C1C)C24OO3)C(=O)O (stereo not given in full),18,84*,1,-34,0,2.2,23,73*,-5,46*,43
CN(C)C(=S)SSC(=S)N(C)C,-5,20,3,13,-13,-2.1,-31,-1,-6,3,-43
C/C(=N\NC(N)=O)c1c(O)n(C)c(=O)n(C)c1=O,-3,0,-15,-8,-7,-4.5,16,15,-1,22,12
CCOC(=O)Cc1csc(NC(=O)c2c(O)c3ccccc3n(CCC(C)C)c2=O)n1,4,6,-6,28,1,0.6,7,5,2,4,-3
C[C@]12CC[C@H]3[C@@H](CCC4=CC(=O)CC[C@@]43C)[C@@H]1CC[C@@H]2O,-5&-3,19&-22,-9&-1,6&11,2&-12,1.5&-0.9,6&15,-22&4,10&1,-3&26,-5&-3
CCCC(=O)c1c(O)[nH]c(=O)[nH]c1=O,14,-7,6,-14,3,-2.1,-4,8,-1,13,6
COC(=O)C1=C(c2cc3ccccc3s2)C[C@@H]2CC[C@H]1N2C(=O)N1CCOCC1,-16,3,2,-12,4,0.7,3,12,5,8,2

# The list is partial (hit frequency here may not be typical).
